TRPV1 ag: human TRPV1 agonism | Q8NER1 | TRPV1-expressing cells, Fluo-8 calcium influx, agonist mode | activation, % at 8.33 µM | 320,000 tested, 0.19% active; in the data active means activation above about 80%; inconclusive means between about 30% and that limit; further: 0% is about no effect
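Fluo-8 calcium influx in TRPV1-expressing cells, kinetic read (ex 480/em 520 nm). Compound added and read 3 min for agonist activity, followed by capsaicin at EC20 final and 2 min further read for enhancement.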
ELG1 repair inh: inhibitors of ELG1-dependent DNA repair in HEK293T cells; HEK293T ELG1-luciferase reporter, luminescence, 16 h; DNA damage induced by 5-fluorouridine; Potency, µM (top dose mostly 46.1 µM), for the others: at the top dose activity change, negative = inhibition, usual class: inhibitors; 330,000 tested, 2.3% active; AID 504467; further: potency means the concentration at half of the fitted maximal effect; on the % scale 0 is the no-effect control and ±100 the full control effect; nearly all actives have a fitted effect of over 55% in size
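Luminescence from the luciferase reporter, measured 30 min after ONE-Glo reagent at room temperature, was the read-out. Beforehand, 2,000 cells per well were exposed for 16 hr at 37 °C to 5-fluorouridine together with compound or vehicle.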
USP2a block: blocks human ubiquitin-specific protease USP2a; USP2 core, Ub-CHOP2 coupled fluorogenic reporter, 485/531; Potency, µM (titrated, usually from 38.3 µM), inactives show at the top dose activity change, negative = inhibition, most hits filed as inhibitors; 330,000 tested, 0.01% active; AID 463254;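 further: potency means the concentration at half of the fitted maximal effect; plate controls were DMSO wells for no effect and full inhibition by NEM control for full effect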
Target sequence (O75604 whole entry, looked up): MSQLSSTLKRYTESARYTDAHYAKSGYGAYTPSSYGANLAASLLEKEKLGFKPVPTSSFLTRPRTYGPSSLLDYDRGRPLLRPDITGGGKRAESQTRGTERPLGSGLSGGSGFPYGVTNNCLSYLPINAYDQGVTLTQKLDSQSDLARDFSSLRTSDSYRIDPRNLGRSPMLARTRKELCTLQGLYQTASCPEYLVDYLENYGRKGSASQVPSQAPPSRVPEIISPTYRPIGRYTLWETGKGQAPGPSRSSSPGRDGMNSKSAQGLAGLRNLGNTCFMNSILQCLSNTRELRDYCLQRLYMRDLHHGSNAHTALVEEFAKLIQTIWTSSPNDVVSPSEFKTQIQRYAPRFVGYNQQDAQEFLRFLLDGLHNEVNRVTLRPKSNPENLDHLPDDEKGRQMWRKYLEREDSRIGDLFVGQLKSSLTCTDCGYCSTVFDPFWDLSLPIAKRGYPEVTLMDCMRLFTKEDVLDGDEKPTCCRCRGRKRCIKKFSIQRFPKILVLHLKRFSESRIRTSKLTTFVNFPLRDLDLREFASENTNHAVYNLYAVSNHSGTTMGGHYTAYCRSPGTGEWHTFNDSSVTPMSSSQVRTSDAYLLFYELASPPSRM
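Cell-free coupled assay: 10nM USP2 core preincubated 30min RT with compound in Tris-HCl pH 8.0/CaCl2/CHAPS buffer, then 25nM Ub-CHOP2 and 25nM reporter substrate; fluorescence (Ex 485/Em 531) read after 60min RT, normalized to NEM inhibition, concentration-response curves fitted.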
Mito fusion act: inhibitors of mitochondrial division or activators of mitochondrial fusion | S. cerevisiae fusion-defective mutant growth rescue, CellTiterGlo 48 h | Potency, µM (series often up to 46.1 µM), without a hit: at the highest dose growth rescue (activation), actives largely listed as activators | 320,000 tested, 0.23% active | AID 485298;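 further: potency means the concentration at half of the fitted maximal effect; % of control where 0% means no effect; nearly all actives have a fitted effect of over 45% in size; temperature-sensitive fusion mutants such as fzo1-1 at 37 °C on non-fermentable ethanol glycerol medium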
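Read-out: ATP-based luminescence (CellTiterGlo, 10 min ambient) reporting growth of fusion-defective ts yeast after 48 hours at 37C on glycerol/ethanol YPEG medium in the presence of compound.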
TCR activator: activators of T cell receptors; primary human leukocytes, anti-CD3, IL-2 HTRF, 48 h; Potency, µM (series often up to 9.22 µM), without a hit: at the highest dose activation of IL-2 secretion, hits mostly activators; 330,000 tested, under 10 active; AID 504894; further: % of control where 0% means no effect
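1) Mix primary human leukocytes, a-CD3 beads and compound. 2) Incubate 48 hr. 3) Add HTRF IL-2 reagents (a-IL-2-K, a-IL-2-d2).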
KCNH2 WT inh: inhibitors of human wildtype KCNH2 potassium channel. U2OS, BacMam KCNH2, thallium flux FluxOr; hits give low values. 340,000 tested, 0.37% active. activity change, % at 1.84 µM;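 active means maximum activity change below -70%; inconclusive means maximum activity change between -70% and -50%; inactive means maximum activity change above -50%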; further: on the % scale 0 is the no-effect control and ±100 the full control effect
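U2OS cells were transduced with wild-type KCNH2 virus (2.03 x 10^8 / mL) for 4 h at room temperature, then cultured overnight at 37 C. Thallium flux was read with FluxOr dye. Rate constants were normalized to DMSO controls.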
TSHR antag: antagonists of human thyroid stimulating hormone receptor; 330,000 tested, 0.2% active; activity change, negative = inhibition, % at 11.5 µM; AID 504810; TSHR-expressing cells, TSH-stimulated cAMP HTRF, 2 h; hits give low values;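 active means activity change below a set negative limit, meaning inhibition stronger than a set level, cut at about -70% in these data; inconclusive means activity change between two set negative limits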; further: on the % scale 0 is the no-effect control and ±100 the full control effect
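Read-out is FRET at 665 nm (cryptate excitation 337 nm) from a cryptate-tagged anti-cAMP antibody, competed by cell cAMP against cAMP-d2. Compounds are tested on freshly harvested TSHR cells challenged with 4nM TSH (EC80) for 2 hours at 37 deg C.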
KCNH2 3.1 block: KCNH2 3.1 (human) potassium channel inhibition | U2OS KCNH2 3.1, thallium flux FluxOr; hits give low values | activity change, % (tested at about 1.8 µM) | 340,000 tested, 0.95% active;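 active means maximum activity change below -70%; inconclusive means maximum activity change from -70% to -50%; inactive means maximum activity change above -50%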;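 further: thallium influx rate constant from kinetic fluorescence after stimulation buffer; on the % scale 0 is the no-effect control and ±100 the full control effect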
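FluxOr-based Tl+ influx in U2OS cells transduced with KCNH2 3.1 virus; rate constants normalized to DMSO controls.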
AT treatment: potential ataxia-telangiectasia treatments restoring KAP-1 phosphorylation. AID 485349. […] A-T fibroblasts, KAP-1 phosphorylation AlphaLISA; neocarzinostatin DNA damage 30 min before lysis. 320,000 tested, 0.19% active. Potency, µM (doses to about 57.5 µM), without a hit: at the highest dose activation, usual class: activators; further: potency means the concentration at half of the fitted maximal effect; % of control where 0% means no effect; nearly all actives have a fitted effect of over 45% in size
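hTERT-immortalized A-T patient fibroblasts ([…]), 500 cells/well in OPTI-MEM, 1% FBS, got compounds for 60 min, then NCS for 30 min at 37C. Lysates were then assayed for phospho-KAP-1 by AlphaLISA (anti-pKAP1 donor, anti-KAP1 acceptor beads), 6 hr at 25C.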
Eya2 phos inh: inhibitors of human Eya2 phosphatase activity; O00167; recombinant Eya2, OMFP fluorescence dephosphorylation (OMFP is methylfluorescein phosphate); Potency, µM (top dose mostly 76.9 µM), for the others: at the top dose activity, negative = inhibition, actives largely listed as inhibitors; 330,000 tested, 0.006% active; further: potency means the concentration at half of the fitted maximal effect; on the % scale 0 is the no-effect control and ±100 the full control effect
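Eya2 (0.2 uM) preincubated 10 min at ambient with compound, then OMFP substrate added at 50 uM; 10 min reaction in 50 mM HEPES pH 7.5, 50 mM NaCl, 5 uM MgCl2, 0.05% BSA, 1 mM DTT. Fluorescence read at Ex 485/Em 525 nm.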
Starred values were filed as active, the others as inactive; u = inconclusive; x = no result given; [ ] = dose if it differs, or a comment. Unless noted, the call rests on the fitted dose curve; in most records, active means well fitted curve in the direction sought with a large enough effect; inconclusive means small, poorly fitted or top-dose-only effect, or another doubt; inactive means no such curve, though single readings can be large; an effect the other way counts as inactive or inconclusive.

Sample of the layout:
SMILES	TRPV1 ag	ELG1 repair inh	USP2a block	Mito fusion act	TCR activator	KCNH2 WT inh	TSHR antag	KCNH2 3.1 block	AT treatment	Eya2 phos inh
O=C(NC1CCC(O)CC1)c1cccc2cccnc12 (centres undefined)	2	u	2%	-5%	-4%	15	-2	-2	-1%	-3%
Clc1ccc(OCCCCN2CCCCC2)cc1	10	-8%	0%	-7%	0%	26	5	-14	1%	u

All compounds of this part, previewed entries included:
SMILES	TRPV1 ag	ELG1 repair inh	USP2a block	Mito fusion act	TCR activator	KCNH2 WT inh	TSHR antag	KCNH2 3.1 block	AT treatment	Eya2 phos inh
O=C(NC1CCC(O)CC1)c1cccc2cccnc12 (centres undefined)	2	u	2%	-5%	-4%	15	-2	-2	-1%	-3%
Clc1ccc(OCCCCN2CCCCC2)cc1	10	-8%	0%	-7%	0%	26	5	-14	1%	u
CC(C)NCC(=O)Nc1c2c(nc3ccccc13)CCC2	2	-1%	1%	-2%	3%	2	4	-13	6%	1%
COc1ccc(C(C)(C)NC(=O)C2CCC(=O)N(CCCN3CCCC3=O)C2)cc1 (centres undefined)	4	4%	2%	-7%	-6%	6	5	-6	0%	1%
Cc1nn(CC(=O)NCCCN2CCC(Cc3ccccc3)CC2)c(=O)c2cc(-c3ccccc3)nn12	3	-11%	4%	-12%	3%	-87*	-7	-103*	-1%	0%
Cc1cc(C(=O)Nc2nnc(C3CCCCC3)s2)cs1	u	u	4%	-2%	x	-22	7	-15	x	-14%
Cc1ccc2c(c1)nnn2C1CCN(CC(=O)N2c3ccccc3CC2C)CC1 (centres undefined)	12	u	1%	-11%	2%	36	12	-27	-2%	-3%
Clc1ccc(OCCn2ccnc2)c(Cl)c1	5	10%	-1%	2%	0%	-18	5	-9	0%	13%
O=C(NC1CCCCC1)NC1CC2CCC(C1)N2Cc1nnnn1Cc1ccc2c(c1)OCO2 (centres undefined)	-4	-14%	0%	-1%	2%	12	1	-9	-1%	12%
COc1c(S(=O)(=O)N2CCN(C(=O)c3ccco3)CC2)ccc(Cl)c1Cl	5	-16%	-1%	-7%	3%	2	5	-5	3%	-1%
COC(=O)c1c(NC(=O)COC(=O)c2ccccc2O)sc2c1CCCCC2	-8	13%	1%	6%	-8%[46.1 µM]	-2	38	-31	8%	2%
CCC(CC)NC(=O)c1ccc2nc[nH]c2c1	-1	11%	4%	-2%	-7%	3	-1	14	3%	18%
Cc1cc(N2CCN(C)CC2)nc2ccc(NC(=S)N3CCCCC3)cc12	-3	10%	0%	-9%	-4%	6	-2	17	1%	3%
COc1cc2c(cc1OC)C(SC)=NC(C)(C)C2	-1	20%	0%	0%	-4%[46.1 µM]	13	-6	-2	x	7%
Cc1ccc(NC(=O)Cc2nnc(SCC(=O)NC3CCCC3)n2C)cc1	1	-1%	1%	7%	5%	11	-13	3	4%	6%

Ordered by the number under TCR activator (smallest number first): three of the compounds above
Compound	TCR activator
CCC(CC)NC(=O)c1ccc2nc[nH]c2c1	-7%
O=C(NC1CCC(O)CC1)c1cccc2cccnc12 (centres undefined)	-4%
Clc1ccc(OCCCCN2CCCCC2)cc1	0%

Further structures follow.
SMILES	TRPV1 ag	ELG1 repair inh	USP2a block	Mito fusion act	TCR activator	KCNH2 WT inh	TSHR antag	KCNH2 3.1 block	AT treatment	Eya2 phos inh
COc1ccc(Cl)cc1NC(=O)NCC1CCN(Cc2cc(C)ccc2C)CC1	2	u	1%	-31%	10%	2	1	-24	-11%	4%
CCO[C@@H]1OC(C(=O)NC2CC2)=C[C@H](c2csc3ccccc23)[C@H]1CCCO	-4	-22%	8%	0%	0%	-6	-3	26	-10%	13%
COc1ccc(Cc2nnc(NC(=O)C3CC(=O)N(c4ccc(OC)cc4)C3)s2)cc1 (centres undefined)	-2	1%	-2%	6%	3%	20	-11	6	-7%	-5%
C=CCn1c(=O)c(C(=O)Nc2ncccc2O)c(O)c2ccccc21	-9	3%	1%	3%	1%	-8	23	7	-2%	2%
Cc1ccc2[nH]c3c(=O)[nH]ncc3c2c1	0	4%	0%	-11%	1%	0	-3	-7	3%	7%
CN1CCN(C(=S)c2ccc(Br)cc2)CC1	0	9%	4%	-4%	0%[46.1 µM]	6	12	-5	12%	-8%
COc1ccc(OCCSc2nc3ccccc3n2CCC(=O)O)cc1	1	0%	0%	2%	2%	-13	4	-6	0%	1%
CC(=O)c1cccc(NS(=O)(=O)c2csc(C(N)=O)c2)c1	0	u	4%	-5%	7%	3	-2	4	9%	15%
COc1c(C)cc(C(=O)C2CCCN(C(=O)c3cc4nc(C)cc(C)n4n3)C2)cc1C (centres undefined)	2	u	1%	5%	8%	-9	-8	-1	3%	3%
Cc1cc(C)cc(NC(=O)c2cccc(NC3=NC4CS(=O)(=O)CC4S3)c2)c1 (centres undefined)	0	u	1%	3%	-1%	-5	7	-19	3%	3%
CNC(=O)N(O)C1N(/N=C/c2ccccc2F)C(=S)SC1(C)C (centres undefined)	4	-9%	1%	-5%	6%	3	0	6	-16%	-2%
Cc1ccc(S(=O)(=O)N2CCCN(C(C)c3nc4ccccc4c(=O)[nH]3)CC2)cc1 (centres undefined)	4	u	0%	7%	6%	-280*	17	-1	-3%	17%
Fc1ccccc1OCCCN1CCOCC1	0	x	x	0%	5%	-2	x	-3	x	x
O=C(CSc1ccccc1)N1CCN(C(=O)c2ccco2)CC1	1	1%	-1%	-3%	-4%	2	-2	-7	5%	-5%
COc1cccc(NC(=O)CN2C(=O)COc3ccc(Cl)cc32)c1	5	-10%	3%	2%	2%	1	25	-4	12%	5%
O=C(C1CCC(=O)N(C2CC2)C1)N1CCN(c2cccc(Cl)c2)CC1 (centres undefined)	0	-8%	2%	4%	-11%	4	-3	-1	11%	-4%
O=C(CSC1=Nc2ccccc2C2CC=NN12)NCc1ccco1 (centres undefined)	x	-20%	2%	x	3%[46.1 µM]	-4	0	26	-4%	3%
Cc1ccc(S(=O)(=O)N2CCOC23CCN(C(=O)c2cc(Cl)ccc2Cl)CC3)cc1	6	u	1%	-8%	-5%	11	-9	-5	4%	-10%
O=C1/C(=C/C=C/c2ccco2)SC(=S)N1c1ccc(O)cc1	0	u	u	-1%	-9%	1	-8	-2	-11%	-18%
CCn1cc(CNC(=O)/C=C/c2ccc([N+](=O)[O-])cc2)c(C)n1	x	-10%	7%	-5%	-7%	-1	-10	-2	3%	-1%
CCC(c1nnc(SCC(=O)NC23CC4CC(CC(C4)C2)C3)o1)N(C)C (centres undefined)	0	1%	4%	3%	-2%	3	8	2	-4%	3%
CCN(CC(=O)NC(C)C)C(=O)C(CCSC)NC(=O)c1cccc(C)c1 (centres undefined)	-1	-2%	-1%	-1%	-2%	-155*	-8	-201*	2%	-6%
COc1cccc(CN(C)C(=O)c2cccc(OC3CCN(C4CCCC4)CC3)c2)c1	5	-2%	2%	0%	-11%	x	-2	4	3%	-1%
Cc1cccc(NC(=O)Cn2c(O)c(N=NC(=O)c3ccccc3O)c3ccccc32)c1	0	u	2%	0%	-1%[46.1 µM]	-5	-2	-6	-14%	6%
NC1=NC(=O)/C(=C\c2ccc(O)c([N+](=O)[O-])c2)S1	1	3%	-1%	-7%	5%	5	-23	9	-2%	3%
O=C(CSc1ccccc1)Nc1nnc(COc2ccc(Cl)cc2)s1	-4	0%	3%	0%	0%[46.1 µM]	-1	-11	4	-2%	0%
Cc1noc(C)c1S(=O)(=O)Nc1ccc(C(=O)N2CCCCC2)cc1	0	5%	1%	0%	0%	7	6	6	1%	0%
Cc1nc(NC(=O)CN(C)S(=O)(=O)c2ccc(Br)cc2)sc1C	3	u	1%	9%	-3%	-9	-4	-6	x	-16%
COc1ccc(OC)c(S(=O)(=O)Nc2ccc3c(c2)N(C(C)=O)CCC3)c1	-3	u	-1%	-3%	-4%	-6	13	5	2%	4%
CCN1CC(O)=C(c2nc3ccccc3s2)C1=N	6	u	2%	9%	1%	4	2	-19	-5%	-15%
Cc1ccc(S(=O)(=O)N(CC(=O)N(C(C)C)C(C)C)C(=O)N2CCN(C)CC2)cc1	0	13%	0%	4%	4%	-1	-4	1	9%	-3%
Cc1ccccc1NS(=O)(=O)c1ccc(F)cc1	2	-6%	1%	-3%	2%	-24	0	2	-2%	6%
COc1ccc(S(=O)(=O)N2CCOCC2)cc1NC(=O)CCNC(=O)c1ccc(Cl)cc1	7	u	-6%	4%	3%	2	-3	-21	8%	-21%
Cc1ccc(OCC(=O)Nc2ccc(F)cc2)cc1	u	u	-2%	-5%	8%	-10	2	-1	2%	5%
CCOc1ccc(CCNS(=O)(=O)c2c(C)n[nH]c2C)cc1OCC	-3	1%	4%	-2%	-1%	-4	8	2	2%	9%
CCCN(CCC)C(=O)CSc1nc2n[nH]c(C)c2c(=N)n1-c1ccc(OC)cc1	-1	u	-9%	0%	-4%	10	11	8	-7%	4%

Only part of the results is shown; the hit share may differ from the screen's.
